Screens as filed in PubChem BioAssay.
Bcl-B TR3 displacers = displacers of TR3 peptide from Bcl-B, primary screen, selectivity assay for Bfl-1 inhibitor project, biochemical, fluorescence polarization; FP displacement of FITC-TR3 peptide from Bcl-B; higher % means a stronger effect; displacement, % at 20 µM; hits with a dose series show IC50 in µM; actives 0.11% (n = 96,000);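 active = displacement above 50% at 20 µM plus a fluorescence interference ratio under 1.5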;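 also: plate controls were wells without compound for no effect and wells lacking Bcl-B protein for full effect; a part of the inactive calls stands beside numbers as strong as those of hits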
IL1B NFkB inh = blocks IL-1B driven NFkB nuclear translocation in HUVEC cells; HUVEC IL-1B NFkB p65 nuclear translocation imaging; inhibition, % at 2 µM; actives 0.43% (n = 94,000);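 active = inhibition above about 30% together with a positive call from visual inspection of the well image, limit read from the data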;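 also: nuclear over cytoplasmic p65 intensity ratio measured by imaging; 0% = IL-1B stimulated DMSO wells and 100% = unstimulated DMSO wells; values of inactives mirror those of a sister screen read the other way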
IL1B NFkB pot = enhances IL-1B driven NFkB nuclear translocation | activation, % at 2 µM | AID 819 | actives 0.3% (n = 94,000) | HUVEC IL-1B NFkB p65 nuclear translocation imaging;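 active = activation above 40%, about the mean plus 3 SD, also judged a hit on visual image review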;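 also: percent activation is computed from the nuclear over cytoplasmic p65 intensity ratio; values of inactives mirror those of a sister screen read the other way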
MRP reversal = MRP-mediated drug resistance reversal | H69AR cells + 2 uM doxorubicin, CellTiter-Glo, 72 h | differential viability (reversal), % at 10 µM | actives 0.04% (n = 85,000) | AID 602;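 active = viability drop by adding the cancer drug above about 55%, with treated viability meeting a 40% cutoff, limit read from the data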;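 also: viability without doxorubicin minus viability with 2 µM doxorubicin for each compound; larger differential means the compound sensitizes cells more to doxorubicin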
PLAP inhibitors HTS = PLAP enzyme inhibitors, biochemical, luminescence, HTS (AID 690) | purified PLAP, luminescent substrate; higher % means a stronger effect | actives 0.08% (n = 96,000) | one-dose inhibition, % at 20 µM; IC50 in µM for titrated hits; in the data active = a potency from the dose series; inactive = the rest, 99 in 100 with inhibition below about 30%; also: strong numbers were not always called active
MRP reversal cytotoxicity = further read-out of MRP reversal, marked with its call; viability, %; H69AR cells, CellTiter-Glo, 72 h; measured here: cytotoxicity without doxorubicin
MRP reversal with doxorubicin = second read-out of MRP reversal, no call of its own (marks repeat the call); viability, %; measured here: viability with 2 uM doxorubicin; active compounds read low
IL1B NFkB inh cell count 2 µM = further read-out of IL1B NFkB inh, marked with its call; cell count; measured here: cells passing quality filter;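 raw number of nuclei counted in each imaged well without normalization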
IL1B NFkB pot cell count 2 µM = also measured in IL1B NFkB pot; calls as there; cell count; measured here: cells passing quality filter
Starred values were filed as active, the others as inactive; · = not tested or not shown. These rows are one share of the data; rates above refer to the full screens.

SMILES	Bcl-B TR3 displacers	IL1B NFkB inh	IL1B NFkB inh cell count 2 µM	IL1B NFkB pot	IL1B NFkB pot cell count 2 µM	MRP reversal	MRP reversal cytotoxicity	MRP reversal with doxorubicin	PLAP inhibitors HTS
Cn1c(CSCc2ccc(F)cc2)nnc1SCC(=O)N1CCN(c2ccccc2)CC1	15%	-9	157	9	157	·	·	·	-34%
CC(C)=C1C2CCC1C1C(=O)N(c3nc(-c4ccc(C(C)C)cc4)c(C)s3)C(=O)C21 (configuration not stated)	4%	10	159	-9	159	·	·	·	8%
CCN(CC)S(=O)(=O)c1cccc(-c2nnc(SC(C)C(=O)NCCC3=CCCCC3)o2)c1 (configuration not stated)	-3%	-5	114	·	·	6	33	27	·
COc1cccc(-c2noc(C3CCCN(C(=O)Cc4ccccc4)C3)n2)c1 (configuration not stated)	-7%	-18	104	18	104	-6	72	77	12%
CCCCCCC(=O)NCC(=O)OCC(=O)c1ccccc1	1%	·	·	·	·	8	94	85	10%
CCNC(=O)COn1c(SCC(=O)NCC)nc2ccccc2c1=O	-1%	4	122	-4	122	2	90	88	5%
C=CCN(CC=C)C(=S)Nc1ccccc1	5%	·	·	·	·	·	·	·	3%
O=C(c1ccc2nc(-c3ccco3)c(-c3ccco3)nc2c1)N1CCN(c2ncccn2)CC1	5%	-9	175	9	175	-19	65	84	-38%
FC(F)(F)c1cc(C(F)(F)F)c2ccc(N3CCN(c4ccc(Cl)cc4)CC3)nc2n1	4%	-19	147	19	147	·	·	·	6%
Cc1nc2ncnn2c(C)c1CCC(=O)NCCC1=CCCCC1	-6%	-16	66	16	66	-9	62	71	-16%
CCOC(=O)CSc1nc2sc3c(c2c(=O)[nH]1)CC(C)(CC)OC3 (configuration not stated)	14%	-18	182	18	182	8	95	87	-23%
O=C(Nc1ccccc1)Nc1ccccc1C(=O)NCc1ccco1	2%	-7	105	7	105	-3	99	102	25%
COC(=O)c1cn(-c2ccccc2)nc1-c1cccnc1	3%	·	·	·	·	2	108	107	-21%
COc1ccc2cc(CN(Cc3cccs3)Cc3nnnn3Cc3ccccc3)c(=O)[nH]c2c1	·	-30	128	30	128	15	98	84	·
COc1cccc(-c2nnc(SCc3nc4ccccc4[nH]3)n2N)c1	-3%	7	104	-7	104	-17	83	100	-26%
O=[n+]1c2c(n([O-])c3cc(Br)ccc31)CCC2	5%	8	116	-8	116	13	96	83	1%
CC(C(=O)NC1CCCC1)N(C(=O)c1ccc(-c2ccccc2)[nH]1)c1ccccc1F (configuration not stated)	4%	2	115	-2	115	·	·	·	-19%
Cc1nnc(NCc2ccco2)c2ccccc12	18%	-2	187	2	187	2	80	79	1%
CCCOc1ccc(/C(O)=C2/C(=O)C(=O)N(CCN(C)C)C2c2ccc(O)c(OC)c2)cc1 (configuration not stated)	-4%	·	·	·	·	1	101	100	5%
Cc1c(N(C)C)nc2ccccc2c1N	-5%	-2	109	3	109	·	·	·	18%
Clc1ccc(-c2nnc(CSc3nnc(-c4cccs4)o3)o2)cc1	4%	2	142	-2	142	6	94	89	-2%
CC(=O)c1sc(N)c(C(=O)OC(C)C)c1C	-3%	5	174	-5	174	-11	76	88	-5%
Cc1oc(-c2cccc(Cl)c2)nc1CN1CCCC(C(=O)NCc2ccco2)C1 (configuration not stated)	-8%	-9	74	11	74	-14	60	74	-31%
O=C(CS(=O)(=O)Cc1ccccc1)Nc1ccc(Cl)cn1	·	-2	146	2	146	3	94	91	·
O=C(COc1ccccc1Cl)Nc1ccc2c(c1)OCCO2	-2%	-7	188	7	188	-15	87	102	17%
Cn1cc(Cl)c(C(=O)Nc2nc3ccccc3s2)n1	2%	-15	168	15	168	·	·	·	-20%
COc1ccc2ccc3c(c2c1)N=CC1(O3)N(C)c2ccccc2C1(C)C (configuration not stated)	·	6	95	-6	95	1	78	77	·
COc1ccc(-c2nc(C#N)c(NCCc3ccccc3)o2)cc1OC	8%	·	·	·	·	-19	66	85	23%
COc1cc(S(=O)(=O)N(Cc2ccco2)C2CCCC2)ccc1-n1cnnn1	2%	-17	165	17	165	·	·	·	-72%
Cc1nc(Nc2nc(=O)c3ccccc3n2C)nc2c(C)cccc12	·	-11	118	11	118	·	·	·	·
Cc1ccc(-c2c3c(=O)n(C)c(=O)n(C)c3cn2-c2ccccc2O)cc1	17%	·	·	·	·	16	96	80	-56%
COC(=O)c1c[nH]n2c(=O)cc(CCl)nc12	18%	0	158	0	158	·	·	·	-37%
CC(=O)Nc1cc(C(=O)c2ccccc2)ccc1N1CCOCC1	-2%	-12	132	12	132	2	97	96	-31%
Cc1ccc2cc(C(c3nnnn3C(C)(C)C)N3CCCC3)c(=O)[nH]c2c1C (configuration not stated)	-6%	·	·	·	·	-2	83	84	-64%
O=C(Cn1cncn1)N/N=C/c1c2ccccc2cc2ccccc12	-2%	10	158	-10	158	·	·	·	-63%
Cc1ccc(-n2ncc3c(=O)[nH]c(SCC(=O)N4CCOCC4)nc32)cc1	0%	0	164	0	164	-18	56	74	2%
Cc1ccc(NCN2C(=O)C3C4C=CC(C4)C3C2=O)cc1 (configuration not stated)	-7%	-10	171	10	171	-8	94	103	12%
CN1CC(=O)Nc2ccc(F)cc2C1=O	-7%	-19	178	19	178	-3	92	95	7%
CCn1c(=O)c2cc(C(=O)NCCN3CCOCC3)sc2c2ccccc21	5%	-26	165	26	165	24	93	69	-58%
Cn1c(=O)c2c(=O)cc(NNC(=O)C(C)(C)C)[nH]c2n(C)c1=O	0%	-8	154	8	154	·	·	·	-10%

Compounds listed so far that contain a tert-butyl group (2):
SMILES	Bcl-B TR3 displacers	IL1B NFkB inh	IL1B NFkB inh cell count 2 µM	IL1B NFkB pot	IL1B NFkB pot cell count 2 µM	MRP reversal	MRP reversal cytotoxicity	MRP reversal with doxorubicin	PLAP inhibitors HTS
Cc1ccc2cc(C(c3nnnn3C(C)(C)C)N3CCCC3)c(=O)[nH]c2c1C (configuration not stated)	-6%	·	·	·	·	-2	83	84	-64%
Cn1c(=O)c2c(=O)cc(NNC(=O)C(C)(C)C)[nH]c2n(C)c1=O	0%	-8	154	8	154	·	·	·	-10%

(further entries)
SMILES	Bcl-B TR3 displacers	IL1B NFkB inh	IL1B NFkB inh cell count 2 µM	IL1B NFkB pot	IL1B NFkB pot cell count 2 µM	MRP reversal	MRP reversal cytotoxicity	MRP reversal with doxorubicin	PLAP inhibitors HTS
COc1cccc(-c2nc(-c3ccc(NC(=O)c4cccs4)cc3)no2)c1	3%	2	150	-2	150	·	·	·	10%
NC(N)=N/N=C/c1ccc(OCc2ccc(Cl)cc2)cc1	-14%	-6	128	6	128	·	·	·	-25%
CC1CCCCN1S(=O)(=O)c1ccc(NC(=O)c2cccs2)cc1 (configuration not stated)	-9%	-15	31	15	31	-11	62	73	56%
CCCn1c(CNC(=O)c2ccccc2)nc2ccccc21	-10%	-9	151	9	151	-4	94	98	6%
COC(Cc1n[nH]c(=S)n1-c1ccc(Cl)cc1)OC	-4%	-4	137	4	137	·	·	·	13%
CCOc1ccc(C(=O)CCN2CCCCC2)cc1	-8%	·	·	·	·	-10	97	107	21%
CCc1nnc(NC(=O)c2ccc(Cl)c(S(=O)(=O)N3CCc4ccccc43)c2)s1	-30%	7	170	-7	170	·	·	·	-85%
CN(C)S(=O)(=O)c1ccc(C(=O)NCCSc2ccccc2)cc1	-9%	-16	179	16	179	·	·	·	-16%
COC(=O)c1ccccc1NC(=O)C12CCC(C)(C(=O)O1)C2(C)C (configuration not stated)	-4%	-16	138	16	138	11	77	66	-53%
COC(=O)c1cccc(Nc2nc3ccccc3nc2C)c1	-23%	11	146	-11	146	-17	41	59	-2%
CCCN(c1ccc(OCC)cc1)c1ncnc2nc[nH]c12	3%	·	·	·	·	-9	89	97	-108%
CCOC(=O)c1c(-c2ccccc2)nc2ccc(Cl)cn12	-9%	-12	187	11	187	·	·	·	15%
O/N=C\c1cccn1-c1ccc(Br)cc1	-14%	-8	178	8	178	-14	48	62	-38%
CCOC(=O)c1c(N)sn(-c2ccccc2)c1=S	-9%	-7	139	7	139	4	95	91	9%
CCc1ccccc1NC(=O)/C(C#N)=C\c1ccc(Sc2ccccc2)o1	-6%	5	137	-5	137	·	·	·	37%
CCn1c(SCC(=O)NCCc2ccccc2)nnc1-c1cccs1	2%	-18	207	18	207	-14	87	101	9%
COc1ccc(CN2C(=O)CCC2(C)C(=O)NC2CCCCC2)c(OC)c1 (configuration not stated)	-6%	8	88	-8	88	12	98	86	-10%
CCOC(=O)c1sc2nccc(N(C)C)c2c1N=CN(C)C	-6%	-24	99	24	99	2	92	90	-29%
Cc1nn(-c2ccc(C(F)(F)F)cn2)c(C)c1Oc1ccccc1O	-13%	3	76	-3	76	-9	64	73	-1%
CC(=O)Nc1ccc(OCC=C(Cl)Cl)cc1	-1%	3	130	-3	130	9	102	92	-1%
CC(=O)Nc1ccccc1-c1nc2ccccc2nc1OCC(=O)c1ccc(Br)cc1	-6%	-14	164	1	151	·	·	·	-19%
O=C(NCC(=O)N(c1ccccc1)C(C(=O)NC1CCCC1)c1ccncc1)c1ccco1 (configuration not stated)	·	-2	81	2	81	7	97	91	·
COc1ccc(N2C(=O)CSC23C(=O)N2CCCc4cccc3c42)cc1 (configuration not stated)	-8%	-12	116	12	116	3	94	91	-44%
Cc1ccccc1C(=O)c1cccn1CC(=O)NCc1ccco1	-6%	-2	135	2	135	4	90	86	17%
CC1CC1C(=O)Nc1nc(-c2ccccn2)cs1 (configuration not stated)	2%	4	195	-3	195	3	79	76	-232%
COc1cc(C2C(C#N)=C(N)Oc3cc(O)ccc32)cc2c1OCO2 (configuration not stated)	-8%	·	·	·	·	-18	24	42	15%
CCOCC(=O)Nc1nnc(C)s1	1%	22	73	-22	73	-1	81	81	0%
NS(=O)(=O)c1ccc(NC(=S)NCc2ccc(Cl)cc2)cc1	-5%	-6	171	6	171	·	·	·	18%
COc1ccc(OC)c(-c2cc(C(=O)Nc3c(C)nn(Cc4ccccc4Cl)c3C)no2)c1	9%	3	104	-3	104	3	78	75	11%
Cn1c(=O)c2c(SC3CCCC3)nc(C3CC3)nc2n(C)c1=O	-12%	·	·	·	·	10	98	88	10%
CCC(C)(C)NC(=O)C(c1ccccc1)N(Cc1cccnc1)C(=O)c1csnn1 (configuration not stated)	·	-3	91	3	91	-11	72	82	·
CCOC(=O)CC1=C(C(=O)OCC)C(c2ccc(OC)c(OC)c2)C(C#N)=C(N)O1 (configuration not stated)	27%	-12	139	12	139	4	91	87	-23%
COc1ccc(NC(=O)Nc2ccc(C)cc2OC(F)F)cc1OC	-3%	2	173	-2	173	0	70	71	8%
COc1ccc(-c2cc(CNC(=O)CN(C)Cc3ccccc3)on2)cc1	-9%	-4	154	4	154	·	·	·	-30%
Nc1cc(C(=O)c2cccs2)ccc1Cl	-11%	-35	126	35	126	29	99	70	26%
C=CCNC(=O)c1cc(-c2ccc(Br)cc2)on1	-4%	5	111	-5	111	-6	104	110	8%
N#Cc1nc(-c2cccs2)oc1NCCN1CCOCC1	-4%	1	102	-1	102	8	100	92	5%
COC(=O)CN(C#N)c1nc(NC(C)C)nc(OC)n1	·	-3	107	3	107	-2	82	83	·
CCOc1ccc(CCNC(=O)CN2CCN(Cc3ccc(F)cc3)C2=O)cc1OCC	2%	17	54	-17	54	-1	91	92	-44%
O=C(O)C1CC(O)CN1S(=O)(=O)c1cccs1 (configuration not stated)	2%	-13	220	13	220	7	98	91	27%
Cc1ccc(S(=O)(=O)NC2=NCCC2)cc1	2%	-13	182	13	182	-6	89	95	4%
Cc1ccc(-c2nnn(CC(=O)N(CC(=O)NC3CCCCC3)c3cnc4ccccc4c3)n2)o1	·	-10	110	10	110	5	77	71	·
CC(C)Sc1nc2c(c(=O)n(C)c(=O)n2C)n1C	3%	2	162	-2	162	-21	66	86	-22%
CC(C)C(c1nnnn1Cc1ccco1)N1CCN(c2nc3ccccc3s2)CC1 (configuration not stated)	-9%	·	·	·	·	3	62	59	7%
CN1CCn2c1nc(N1CCOCC1)nc2=O	-8%	-5	159	5	159	10	100	90	3%
